# hgDAF-12 ag: hgDAF-12 agonism, primary luciferase screen; HEK293 GAL4-hgDAF12 UAS-luciferase reporter, agonist luminescence; normalized to butyrate control; activation, % at 6.8 µM; actives 1.8% (n = 370,000); AID 687014;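 active means activation above a cutoff set at the mean of all screened compounds plus 3 SD, cut at about 10% in these data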;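 further: 0% = DMSO wells and 100% = sodium butyrate wells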
# sPLA2-III inh: Blocks human group III sPLA2 activity; Q9NZ20; QFRET BODIPY PC-A2 liposome hydrolysis, fluorescence; inhibition, % at 12.2 µM; actives 0.56% (n = 370,000);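 active means inhibition above mean plus 3 SD of compounds lying within the high and low control bounds, cut at about 19% in these data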;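 further: 0% = median of test compound wells and 100% = no enzyme DMSO wells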
# Target sequence (Q9NZ20 whole entry, looked up): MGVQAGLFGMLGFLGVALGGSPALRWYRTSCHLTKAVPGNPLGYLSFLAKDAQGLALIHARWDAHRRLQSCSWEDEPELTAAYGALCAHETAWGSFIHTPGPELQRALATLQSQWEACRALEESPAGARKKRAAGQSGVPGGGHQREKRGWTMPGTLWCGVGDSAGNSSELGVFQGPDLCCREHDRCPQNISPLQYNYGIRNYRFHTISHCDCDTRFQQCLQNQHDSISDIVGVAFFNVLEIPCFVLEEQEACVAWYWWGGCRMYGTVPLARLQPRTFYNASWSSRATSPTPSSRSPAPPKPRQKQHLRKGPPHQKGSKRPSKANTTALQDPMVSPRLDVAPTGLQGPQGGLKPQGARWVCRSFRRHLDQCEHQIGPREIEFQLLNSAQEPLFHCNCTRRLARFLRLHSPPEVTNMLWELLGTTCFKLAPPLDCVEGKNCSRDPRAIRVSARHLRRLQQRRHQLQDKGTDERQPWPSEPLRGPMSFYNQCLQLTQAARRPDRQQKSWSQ
# GAA850 FXN act: frataxin GAA850 promoter activation | HEK293 lucGAA850 FXN promoter luciferase reporter, 24 h; percent of 10 µM SAHA response | activation, % at 6 µM | actives 0.56% (n = 360,000);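 active means activation above the average of all compounds screened plus 3 SD, cutoff fixed separately per campaign, cut at about 7.5% in these data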;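 further: 0% = DMSO wells and 100% = 10 µM SAHA wells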
# ADAM17 inh: inhibits human ADAM17. recombinant ADAM17, EDANS/DABCYL FRET peptide cleavage. P78536. actives 0.83% (n = 370,000). inhibition, % at 6.95 µM;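 active means inhibition above the mean of compounds lying between control limits plus 3 SD, set per campaign, cut at about 8.5% in these data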;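 further: 0% = DMSO-only wells as the low control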
# DAX1 inh-1: DAX1 (NR0B1) inhibition, primary screen | inhibition, % at 6.8 µM | AID 652010 | HEK293T StAR-luciferase reporter, SF-1/DAX-1 repression relief | actives 1.1% (n = 370,000);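 active means inhibition above the mean over all tested compounds plus 3 SD, cut at about 3.6% in these data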;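 further: 0% = DAX-1 cells with DMSO and 100% = cells lacking DAX-1 with DMSO; higher inhibition means more luminescence from relief of DAX-1 repression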
# PLCb3 inh: blocks human PLC-beta3 enzyme activity; inhibition, % at 12.2 µM; Purified PLC-beta3, fluorogenic substrate, fluorescence; actives 0.18% (n = 370,000); Q01970; AID 720704; in the data active means inhibition above about 11%;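 further: 0% = median of compound wells on plate and 100% = full blocker control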
# hcDAF12 agonist: H. contortus DAF-12 activation, primary screen; HEK293 hcDAF-12 lit1-tk-luc reporter, luminescence; 0% DMSO, 100% Δ7-dafachronic acid; activation, % at 6.8 µM; actives 1.4% (n = 370,000); AID 652067;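 active means activation above the mean of all tested compounds plus 3 SD, cut at about 5.5% in these data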;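 further: 100% = response to 3 µM Δ7-dafachronic acid high control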
# PLC-gamma1 inh: PLC-gamma1 (human) inhibition, primary screen | purified PLC-gamma1, fluorogenic substrate, fluorescence | inhibition, % at 12.2 µM | actives 0.84% (n = 370,000); in the data active means inhibition above about 9.5%
# DAX1 inh-2: inhibitors of human orphan nuclear receptor DAX1 (NR0B1). P51843. HEK293 Gal4-DAX1 luciferase reporter, luminescence. inhibition, % at 6.75 µM. actives 0.99% (n = 340,000). AID 504766;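 active means inhibition above the mean over all tested compounds plus 3 SD, cut at about 4.2% in these data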;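 further: 0% = DAX1-transfected cells with DMSO and 100% = empty-vector control cells with DMSO; inhibition shows as a rise in luminescence from relieved DAX1 repression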
# ADAM10 inh: inhibitors of human ADAM10. AID 720582. recombinant ADAM10, EDANS/DABCYL FRET peptide cleavage, 3 h. O14672. inhibition, % at 7 µM. actives 0.62% (n = 370,000);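 active means inhibition above a per-campaign cutoff equal to the mean of compounds falling between control-based bounds plus 3 SD, cut at about 20% in these data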;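 further: 0% = DMSO wells while the 100% control is not disclosed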
# Target sequence (O14672 214-748 limits assumed): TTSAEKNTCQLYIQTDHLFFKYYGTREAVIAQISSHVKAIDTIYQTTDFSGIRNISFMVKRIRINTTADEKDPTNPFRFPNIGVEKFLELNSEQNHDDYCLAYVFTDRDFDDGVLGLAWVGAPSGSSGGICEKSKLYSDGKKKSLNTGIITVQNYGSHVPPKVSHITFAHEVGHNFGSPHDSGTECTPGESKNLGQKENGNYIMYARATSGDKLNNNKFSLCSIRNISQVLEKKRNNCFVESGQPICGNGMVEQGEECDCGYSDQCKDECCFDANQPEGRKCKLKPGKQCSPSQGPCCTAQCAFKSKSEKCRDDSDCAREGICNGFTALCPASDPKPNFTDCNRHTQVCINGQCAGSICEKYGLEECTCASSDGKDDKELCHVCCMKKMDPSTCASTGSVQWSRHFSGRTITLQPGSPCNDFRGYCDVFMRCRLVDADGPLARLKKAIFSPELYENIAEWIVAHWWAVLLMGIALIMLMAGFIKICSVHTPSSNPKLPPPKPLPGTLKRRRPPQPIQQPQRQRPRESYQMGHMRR
# ssDAF12 agonist: activators of S. stercoralis DAF-12 nuclear receptor. actives 1% (n = 370,000). activation, % at 6.8 µM. HEK293 ssDAF-12/GRIP1 lit1-tk-luc reporter, luminescence; % of 3 µM dafachronic acid response;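 active means activation above the mean over all tested compounds plus 3 SD, cut at about 0.9% in these data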;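 further: 0% = DMSO-only wells and 100% = 3 µM delta7-dafachronic acid wells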
# An asterisk follows results filed as active; i = inactive; · = not tested or not shown.
# Every second line gives: PLCb3 inh	sPLA2-III inh	DAX1 inh-2	hcDAF12 agonist	hgDAF-12 ag	GAA850 FXN act	ADAM17 inh	DAX1 inh-1	ADAM10 inh	ssDAF12 agonist	PLC-gamma1 inh
- Cc1ccccc1N(CC(=O)NCCc1ccccc1)C(=O)c1ccc(N2CCCC2)nc1
    -5	-12	1.6	-0.6	-1.2	-0.9	-2	-0.3	-4	-1.6	-5
- COCCNC(=O)C1(C)CCCN(C(=O)c2ccc3snnc3c2)C1 (configuration not stated)
    1	15	·	-1.9	-2.4	0.2	-5	1.0	-1	-1.5	2
- O=c1c[n+]([O-])c2ccccc2n1OCc1c(F)cccc1F
    -36	2	1.9	1.5	-1.1	0.6	-15	-0.4	-37	-0.2	-35
- Cc1ccnc(NC(=O)C2CC(=O)N(Cc3ccccc3)C2)c1 (configuration not stated)
    -6	5	1.2	2.7	4.8	1.9	-3	4.3*	-3	-0.4	0
- O=C(/C=C/c1ccccc1)c1ccc(NC2=NCCCS2)cc1
    -1	-4	0.4	3.3	5.1	-0.5	6	1.4	13	-0.8	-2
- Cc1ccc(C(C(=O)NC2CCCC2)N(C(=O)c2csnn2)c2ccccc2)o1 (configuration not stated)
    -5	-6	0.1	0.3	-1.0	0.2	0	-0.3	0	-1.4	-3
- CCOC(=O)CSc1nc(Nc2ccc3c(c2)OCO3)c2ccccc2n1
    -44	-4	0.1	-2.5	-2.8	-1.2	-3	-0.1	3	-2.2	-37
- Clc1ccc(CN=C(Nc2ccccc2)NC2CCCCC2)cc1
    4	2	0.2	-1.4	0.0	-5.6	1	1.2	1	-1.1	2
- O=S(=O)(c1ccc(Br)s1)N1CCN(CCc2ccccc2)CC1
    2	1	0.1	-1.0	3.7	0.2	0	-2.0	1	-1.3	-2
- CCOC(=O)C1=C(C)Nc2sc(C(=O)c3ccc(OC)cc3)c(N)c2C1c1ccc(C(=O)OC)cc1 (configuration not stated)
    -285	-4	-0.9	-1.1	1.7	0.1	-1	-0.7	-5	-1.2	-337
- O=C(O)CC(CC(=O)Nc1nncs1)c1ccccc1 (configuration not stated)
    -1	-2	0.3	0.9	1.3	-0.9	-3	-0.2	-5	-1.0	1
- Cc1nc(Nc2cc(F)ccc2C)c2nnn(Cc3ccccc3)c2n1
    -25	-1	0.2	-3.0	-1.1	2.7	2	-1.1	-1	-1.3	-19
- O=C(COC(=O)/C=C/c1cccc(F)c1)NC1CCCCC1
    1	1	2.5	-1.2	-0.4	4.2	1	-0.8	7	-0.8	-1
- COc1ccc(OC)c(NC(=O)c2ccc(CN(c3cc(Cl)ccc3C)S(=O)(=O)c3ccccc3)cc2)c1
    3	6	-0.7	-1.2	-0.4	1.3	-3	0.2	5	-0.8	1
- Cc1cc(C)c(NC(=O)CSc2nc3c(c(=O)n2C)SC(C)C3)c(C)c1 (configuration not stated)
    -1	1	-1.8	1.6	-0.5	-0.5	-3	-1.9	-9	-1.3	1
- Cn1c(C(=O)N[C@@H](Cc2ccccc2)C(=O)O)cc2cc(Cl)ccc21
    -11	-9	2.9	4.9	-1.0	1.4	-1	0.5	0	0.1	-2
- Cc1ccc(N(CC(=O)NCCc2ccccc2)C(=O)CCC(=O)Nc2cc(C)ccn2)cc1
    -7	-1	5.4*	0.9	0.5	0.3	-2	-0.5	-8	-0.8	-2
- O=C(OCC#CCSc1nnc(-c2cccc3ccccc23)o1)c1ccc(OC(F)(F)F)cc1
    -4	4	·	-0.6	0.4	·	-8	·	-14	-1.9	-3
- O=C(NC1CCS(=O)(=O)C1)c1ccc2c(c1)OCO2 (configuration not stated)
    7	1	-0.2	-0.7	3.6	0.4	4	0.9	1	-1.2	3
- O=C(CN1CCN(c2cccc(C(F)(F)F)c2)CC1)N(C1CCCC1)C1CCS(=O)(=O)C1 (configuration not stated)
    -5	4	-0.5	0.8	0.9	0.4	0	3.4	-2	-0.7	1
- Cc1cc(C(=O)NCCCn2ccnc2)cs1
    3	1	-0.6	0.3	0.2	0.8	2	1.0	10	-1.8	-3
- CSc1nc2ccccc2n1C(=O)Oc1ccccc1
    -5	6	0.4	-0.7	1.1	-0.3	-1	-0.8	-3	-1.4	4
- C/C(=N\OCC(=O)Nc1ccc(F)c(F)c1F)c1cc2ccccc2o1
    -3	-6	-0.2	1.2	6.5	-3.8	0	0.4	4	0.3	-2
- CCOc1cc(N2CCOCC2)c(OCC)cc1NC(=O)CSc1nc(N)cc(=O)[nH]1
    -6	8	0.6	-0.4	-1.0	2.6	-8	-0.8	-11	-0.4	-2
- O=c1[nH]n2c(=O)c3c([nH]c2c1N=Nc1cccc(C(F)(F)F)c1)CCCC3
    3	-7	-0.5	-0.6	-1.8	-1.8	4	0.2	11	-1.2	-1
- CC(c1nc2scc(-c3ccccc3)c2c(=O)[nH]1)N1CCN(CC(=O)NC2CC2)CC1 (configuration not stated)
    -21	-4	-0.5	-1.2	1.1	0.6	-2	0.6	-4	-1.2	-17
- Cc1ccc(SCC(=O)OC(C)C(=O)NCc2ccccc2)cc1C (configuration not stated)
    -6	-9	2.3	-0.8	-1.0	-0.1	1	0.4	0	-0.5	-1
- CNC(=O)NC(=O)CN1C(=O)NC2(CCOc3ccccc32)C1=O (configuration not stated)
    -7	9	-1.5	0.7	1.2	1.9	0	-0.2	2	-0.8	0
- O=C1CC(SC2=NCCS2)C(=O)N1c1ccc(Br)cc1 (configuration not stated)
    1	-4	-0.3	-0.9	1.3	-1.0	2	0.1	1	-0.9	-2
- CC1CCC(C(O)(C(=O)c2ccccc2)c2ccccc2)C(=O)C1 (configuration not stated)
    3	-5	1.6	0.1	1.8	0.2	-1	-0.7	-3	-0.8	1
- CCc1nc2ccc(C(=O)NCCCn3ccnc3)cn2c1N(C)C(=O)COc1ccccc1
    -6	-2	·	-0.5	1.2	0.0	-5	0.1	-10	-0.2	-4
- O=S(=O)(Nc1ccc(-c2cn3ccccc3n2)cc1)c1ccccc1
    -46	-7	4.3*	0.6	5.9	4.6	-14	0.1	-29	-1.1	-30
- COC(=O)[C@H](CC(C)C)N(CCCc1cn(CC2CCCCC2)nn1)S(=O)(=O)c1ccc(F)cc1Br
    2	-21	·	-3.1	-5.0	·	6	-1.6	14	-2.2	2
- Cc1ccc(N2C(=O)Nc3ccc(Br)cc3C2(O)C(=O)NCCCN(C)C)cc1C (configuration not stated)
    0	1	0.5	-1.5	-1.8	-2.4	1	-0.7	-2	-1.4	-3
- Cc1c(C)n(CCCN(C)C)c2ncnc(NCc3ccccc3)c12
    -15	-5	2.4	-1.0	0.5	3.9	0	0.8	-6	-1.0	-5
- CCOC(=O)C1=NNC2C(=O)N(C3CCCCC3)C(=O)C12 (configuration not stated)
    2	1	-0.1	-0.3	4.9	1.5	-6	0.9	-2	-0.8	-1
- COc1ccc(CNC(=O)COC(=O)CCC2CCCCC2)cc1
    -3	-3	1.9	-2.3	-1.1	1.0	-4	-0.1	-6	-1.1	-4
- Cc1ccc(NC(=S)N2CCN(C)CC2)c(C)c1
    2	11	1.0	0.4	-0.6	1.2	-4	-0.3	-13	-1.4	-4
- CC(NS(=O)(=O)/C=C/c1ccccc1)C(=O)NCCc1ccc(S(N)(=O)=O)cc1 (configuration not stated)
    -7	-5	0.3	-0.4	4.7	1.4	-6	1.0	-6	-1.3	-5
- Cc1ccc(C(=O)C2C(c3ccc(-c4ccccc4[N+](=O)[O-])o3)NC(=O)NC2(O)C(F)(F)F)cc1 (configuration not stated)
    -2	-16	-0.4	0.0	-0.8	-2.5	0	-1.2	7	-1.4	-3
- Cc1cccc(-n2cc(-c3ccc([N+](=O)[O-])cc3)[nH]c2=S)c1
    -2	6	2.8	1.6	5.8	2.2	-1	0.1	-3	-1.2	-2
- COC(=O)/C=C/c1c(C)[nH]c(=O)[nH]c1=O
    -5	6	1.6	-2.2	1.9	0.5	-2	-0.3	-10	-1.9	4
- CC(C)N(Cc1ccccc1)C(=S)Nc1cccnc1
    -4	2	0.1	-1.1	-2.3	0.8	-5	-0.4	4	-1.0	-2
- CCOC(=O)Cn1cncc1-c1ccc([N+](=O)[O-])cc1
    2	-1	1.1	4.4	6.7	3.4	4	1.6	14	0.0	1
- COc1ccc2c(c1)c1ncn(Cc3ccccn3)c(=O)c1n2C
    -218	7	-1.0	-1.2	1.6	2.7	-407	-0.2	i	-0.9	-165
- CC(C)NS(=O)(=O)c1ccc(OCC(=O)Nc2ccc3c(c2)OCO3)cc1
    -2	-3	-0.1	1.1	3.5	2.7	-2	-1.1	-1	-1.0	1
- Cc1c(Cl)cccc1N1C(=O)c2ccccc2C1=O
    5	-2	-0.1	-0.5	1.1	2.0	3	0.5	9	-1.4	-1
- O=C(NC1CCCCCCC1)C1CCN(S(=O)(=O)N2CCCC2)CC1
    3	2	-0.7	-0.2	1.5	3.5	3	-0.1	5	-1.7	11*
- O=C1NC(Cc2ccc(O)cc2)c2nc3cc(Cl)ccc3c(=O)n2-c2cc3ccccc3cc21 (configuration not stated)
    -3	-18	-0.5	0.7	-1.5	-4.8	0	-0.9	-6	-0.8	-3
- CC(C)(CO)C(O)C(=O)NCCC#N (configuration not stated)
    2	9	3.0	-0.9	1.6	-1.3	-4	-0.1	-11	-0.8	-2
- CCC(C)(C)NC(=O)C(c1ccc(OC)cc1)N(C(=O)CCC(=O)Nc1cc(C)on1)c1ccc2c(c1)OCCO2 (configuration not stated)
    -1	-3	1.0	-1.4	-1.8	0.0	3	0.3	-1	-1.2	3
- COCCNC(=O)C1(C)CCCN(Cc2ccc(Oc3ccccc3)cc2)C1 (configuration not stated)
    2	-1	·	-1.1	3.6	-2.0	-1	-1.2	-1	-0.5	0
- COc1ccc(OC)c(S(=O)(=O)Nc2ccc(F)cc2)c1
    -2	2	0.7	0.0	-1.8	4.6	-6	-0.2	-10	-1.8	3
- CC(C)NC(=O)c1onc(CSc2nc3ccccc3[nH]2)c1C(=O)NC(C)C
    1	-5	0.1	1.7	0.1	0.2	-4	0.5	-2	-0.8	1
- CCc1nnc(NC(=O)c2ncc(Cl)c(Cl)c2Cl)s1
    -14	5	0.2	0.7	1.8	4.1	-5	-0.2	-6	-0.6	-5
- O=C(NCC1CCCO1)c1ccc(N2CCCCC2)c([N+](=O)[O-])c1 (configuration not stated)
    7	12	0.4	1.3	6.2	-1.0	-2	-1.8	10	-0.4	4
- CCOC(=O)N1CCN(c2c(NCCOC)c(=O)c2=O)CC1
    0	3	0.6	0.1	0.0	-0.1	0	-0.5	-11	0.2	1

# Part of the list above, as labelled records.
> CC(C)NS(=O)(=O)c1ccc(OCC(=O)Nc2ccc3c(c2)OCO3)cc1
  PLCb3 inh: -2
  sPLA2-III inh: -3
  DAX1 inh-2: -0.1
  hcDAF12 agonist: 1.1
  hgDAF-12 ag: 3.5
  GAA850 FXN act: 2.7
  ADAM17 inh: -2
  DAX1 inh-1: -1.1
  ADAM10 inh: -1
  ssDAF12 agonist: -1.0
  PLC-gamma1 inh: 1

> Cc1c(Cl)cccc1N1C(=O)c2ccccc2C1=O
  PLCb3 inh: 5
  sPLA2-III inh: -2
  DAX1 inh-2: -0.1
  hcDAF12 agonist: -0.5
  hgDAF-12 ag: 1.1
  GAA850 FXN act: 2.0
  ADAM17 inh: 3
  DAX1 inh-1: 0.5
  ADAM10 inh: 9
  ssDAF12 agonist: -1.4
  PLC-gamma1 inh: -1
